Compound activity from PubChem.
Autophagy HCS = autophagy modulators in MEF cells, primary screen, imaging, high-content, MEF GFP-LC3; MEF GFP-LC3 puncta imaging; test concentration mostly 10 µM; calls only at 10 µM (by protocol); hit rate 0.98% among 190,000;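 active means percentage of spot-positive cells more than 3 SD above its plate mean, without a fluorescence outlier flag or 80% toxicity; inconclusive means no clear call, values can overlap the other calls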;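 further: spot-positive cell cutoff set from DMSO-treated cells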
UTI89 phage lysis = inhibition of K1F phage lysis, E. coli UTI89, bacterial capsule biogenesis inhibitors, alamar blue (AID 488966); E. coli UTI89 K1F phage lysis, alamar blue, 2 h; higher % means a stronger effect; inhibition, % at 100 µM, or IC50 in µM where a hit was titrated; hit rate 0.02% among 340,000;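 active means phage lysis inhibition, versus mean bacterial control, above a set limit; inconclusive means no clear call, values can overlap the other calls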;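 further: capsule biogenesis inhibitors block K1F phage lysis so surviving cells raise fluorescence; higher fluorescence means more inhibition of phage lysis; actives were called in the ten point dose series up to 300 µM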
LYP phosphatase = inhibitors of LYP phosphatase, biochemical, fluorescence intensity, uHTS (AID 1779); hit rate 0.054% among 290,000; Tyrosine-protein phosphatase non-receptor type 22 (Homo sapiens); recombinant LYP phosphatase, fluorescence intensity; higher % means a stronger effect; inhibition, % at 11.5 µM, or IC50 in µM where a hit was titrated; in the data active means inhibition above about 50%;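 further: plate controls were vehicle with enzyme for no effect and no enzyme for full effect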
AID2073 = inhibitors of Mint1-CaV2.2 protein interaction, biochemical, HTRF (AID 2073). HTRF protein-protein interaction, Mint1-CaV2.2; higher % means a stronger effect. Voltage-dependent N-type calcium channel subunit alpha-1B (Homo sapiens). hit rate 0.19% among 290,000. inhibition, % at 20 µM; hits with a dose series show IC50 in µM; in the data active means inhibition mostly above about 51%, no sharp cut-off; inconclusive means no clear call, values can overlap the other calls; inactive means mostly below about 53%; further: some results filed as inactive read as strong as hits
NTR1 ag = agonists of NTR1, primary screen, imaging, U2OS cells, beta-arrestin-GFP, high content (AID 493036); hit rate 0.17% among 330,000; Neurotensin receptor type 1 (Homo sapiens), P30989; activation, % at 20 µM; NTR1-U2OS beta-arrestin-GFP spot imaging, agonist mode;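 active means activation at or above 40% of the spot to cytoplasm intensity ratio, with at least 20 cells analyzed; inconclusive means wells under 20 cells, flagged as cytotoxic or low count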;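 further: 0% = DMSO without peptide and 100% = 100 nM NTR1 peptide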
Target sequence (P30989 whole entry, looked up): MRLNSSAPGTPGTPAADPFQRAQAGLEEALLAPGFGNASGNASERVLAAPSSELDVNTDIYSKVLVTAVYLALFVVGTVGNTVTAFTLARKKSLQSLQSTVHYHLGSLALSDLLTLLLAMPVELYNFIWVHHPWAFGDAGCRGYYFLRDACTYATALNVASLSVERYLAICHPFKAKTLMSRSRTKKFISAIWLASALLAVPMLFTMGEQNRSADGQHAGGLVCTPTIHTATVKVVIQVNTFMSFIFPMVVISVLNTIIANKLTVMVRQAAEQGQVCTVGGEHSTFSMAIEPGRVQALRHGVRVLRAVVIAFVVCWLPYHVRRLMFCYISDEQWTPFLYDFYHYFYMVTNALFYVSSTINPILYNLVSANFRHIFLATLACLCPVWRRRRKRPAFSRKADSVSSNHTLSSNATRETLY
RSV CPE inhibition = RSV antiviral activity via CPE protection, HEp-2 cells, primary 10 µM value included (AID 2391); HEp-2 cells, RSV-induced CPE inhibition; higher % means a stronger effect; CPE inhibition, % at 10 µM; hits with a dose series show IC50 in µM; hit rate 0.13% among 310,000; in the data active means a potency from the dose series; inconclusive means CPE inhibition mostly from about 23% at the one dose, without a potency; inactive means the rest, 99 in 100 with CPE inhibition below about 21%; further: strong numbers were not always called active
WT yeast gro inh = growth inhibition of WT strain, primary screen, mitochondrial fusion inhibitor project, WT and mutant strains, chemical genetic; mitochondrial fusion phenotypic screen; inhibition, % at 10 µM; hit rate 2.1% among 190,000; AID 1362, 2008; in the data active means inhibition above about 58%; tested in S. cerevisiae
GPR35 arrestin U2OS = GPR35 antagonists blocking zaprinast-driven arrestin recruitment, primary screen, imaging, U2OS, beta-arrestin-GFP, zaprinast agonist (AID 2058); U2OS GPR35 beta-arrestin-GFP translocation imaging, zaprinast antagonism; higher % means a stronger effect; inhibition, % at 10 µM, or IC50 in µM where a hit was titrated; hit rate 0.052% among 290,000;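 active means inhibition of at least 50% with at least 30 cells and total cytoplasm GFP at most 10,000,000; inconclusive means under 30 cells or total GFP of 10,000,000 plus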
Dengue-2 NS5 capping = Dengue-2 NS5 methyltransferase inhibitors, primary screen, biochemical, confirmation dose response (AID 588689). Dengue-2 NS5 methyltransferase capping enzyme assay, biochemical; higher % means a stronger effect. inhibition, % at 25 µM, or IC50 in µM where a hit was titrated. hit rate 0.3% among 340,000; in the data active means a potency from the dose series; inconclusive means inhibition above about 29% without an active follow-up result
WT yeast gro inh mutant strain = recorded beside WT yeast gro inh, whose call it bears; inhibition, %; mitochondrial fusion phenotypic screen, mutant strain inhibition
Autophagy HCS cell loss 18 h = recorded beside Autophagy HCS, whose call it bears; toxicity, %; measured here: cell loss, nuclei count;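 cell loss after 18 h compound exposure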
NTR1 ag cell count 20 µM = second read-out of NTR1 ag, no call of its own (marks repeat the call); cell count; measured here: cell count, cytotoxicity flag
Dengue-2 NS5 capping pilot replicate = further read-out of Dengue-2 NS5 capping, marked with its call; inhibition, %; measured here: pilot screen replicate inhibition
* marks the source's active call; other numbers are inactive results; i = inactive; ? = inconclusive; / = no result given; + = active, no number; & = joins results of further samples; [ ] = another dose, or the depositor's remark. This is a random part of the collection (roughly 2.6% active in at least one column).

SMILES	Autophagy HCS	Autophagy HCS cell loss 18 h	UTI89 phage lysis	LYP phosphatase	AID2073	NTR1 ag	NTR1 ag cell count 20 µM	RSV CPE inhibition	WT yeast gro inh	WT yeast gro inh mutant strain	GPR35 arrestin U2OS	Dengue-2 NS5 capping	others
CNC(=O)/C(C#N)=C/c1ccc(-c2ccc(Cl)cc2)o1	i	-9	1.4%	-1%	-43%	11	53	8.9%	8	-4	-2%	13%
O=C(NC1(C(F)(F)F)NC(=O)N(Cc2cccnc2)C1=O)c1ccccc1 (stereo not given)	i	3	0.0%	3%	-2%	-1.8	66	0.8%	-6	4	13%	-10%	Dengue-2 NS5 capping pilot replicate=2.1
COc1cccc(CNC(=O)CCS(=O)(=O)c2cccc3nonc23)c1	i	-9	0.0%	-8%	-3%	-1.0	75	1.4%	8	1	-9%	-2%
Cc1cccc(C(=O)C2CCOC(C)(C)C2)c1 (stereo not given)	/	/	0.0%	-8%	9%	-0.3	44	/	/	/	4%	-8%
Cc1ccnc(NC(=O)C2CCN(S(=O)(=O)c3cccc4nsnc34)CC2)c1	i	7	1.9%	2%	1%	-1.8	52	0.0%	1	5	3%	-1%
COc1ccc(CCNC(=O)COc2cc(O)c3c(c2)OC(C)(C)CC3=O)cc1	/	/	0.4%	-6%	10%	1.1	70	1.3%	/	/	2%	5%
Cn1c(=O)oc2cc(S(=O)(=O)Nc3ccc(F)cc3)ccc21	/	/	-1.0%[50 µM]	-1%	9%	-1.4	47	1.7%	/	/	-7%	-4%
COc1cc(NC(=O)Cc2ccccc2)ccc1NC(=O)Cc1ccccc1	/	/	0.0%	-7%	-2%	0.3	84	2.5%	/	/	-2%	-15%
Cc1ccccc1N(CC(=O)N/N=C/c1ccc(Cl)cc1)C(=O)c1ccccc1	i	-21	0.8%	13%	9%	8.2	78	19%	45	-48	23%	-4%
COc1cccc(OC)c1C(=O)Nc1ccc(S(=O)(=O)Nc2ncccn2)cc1	/	/	0.1%	-5%	9%	-0.5	72	-0.2%	/	/	-4%	-2%
COc1cc(OC)cc(C(=O)Nc2cccc(NC(C)=O)c2)c1	i	5	1.9%	-1%	-7%	2.3	62	0.4%	2	0	1%	1%
COC(=O)c1cc(C)ccc1OCc1ccc([N+](=O)[O-])cc1	/	/	0.2%	-5%	16%	1.5	52	4.0%	/	/	-8%	13%
COc1cc([N+](=O)[O-])cc(/C=N/NC(=O)c2cc(C)nc3ccccc23)c1O	/	/	-0.2%	-4%	-4%	3.0	61	-0.5%	/	/	-14%	-32%
Cc1ccc(NC(=O)[C@H](Cc2ccccc2)NC(=O)C2CCNCC2)cc1	/	/	0.2%	-10%	-2%	-0.1	66	-0.5%	/	/	67%	-8%
COCCNC(=O)C(NC(=O)C1CCCCC1)C12CC3CC(CC(C3)C1)C2 (stereo not given)	i	21	1.6%	3%	-9%	0.1	51	0.6%	0	1	-8%	-16%
Cc1cc(C)n2[nH]c(=O)c(N=Nc3cccc(Cl)c3)c2n1	i	-9	-0.8%	4%	17%	1.7	55	1.4%	-13	5	2%	17%
CN(CC(=O)Nc1ccc(F)c(F)c1F)c1cnccn1	i	16	/	/	/	4.4	61	6.9%	0	-16	/	/
CCC(OC(=O)c1ccco1)C(=O)NCc1ccc(OC)cc1 (stereo not given)	/	/	-0.3%	-14%	7%	-1.2	63	1.3%	/	/	-3%	-6%
COC(=O)CCC(=O)NNC(=O)c1ccc(Cl)cc1Cl	i	-31	4.0%	-10%	12%	-0.7	60	0.2%	-4	-40	-4%	-7%
O=[N+]([O-])c1ccc(SCc2ccco2)cc1N1CCOCC1	i	5	-0.1%	-2%	-5%	2.7	51	3.7%	14	-1	11%	-5%
COc1ccccc1CNc1nc2nc(C)c(C)c(=O)n2[nH]1	i	-4	-0.2%	-4%	0%	-1.5	97	1.5%	79*	6.0*	15%	-2%
O=C1CC(N2CCCc3ccccc32)C(=O)N1c1ccccc1Cl (stereo not given)	i	1	-0.1%	0%	-8%	-1.1	38	6.8%	-9	1	1%	-2%
Cn1c(SCC(=O)Nc2ccc3c(c2)OCCO3)nnc1C(F)(F)F	/	/	0.8%[50 µM]	/	/	-1.2	44	0.6%	/	/	/	-8%
CN1CC=C2C(C#N)=C(N)C(C#N)(C#N)[C@H](c3ccoc3)[C@H]2C1	+	-8.0*	0.1%	-6%	34%	-2.3	68	0.9%	20	18	75%*	?
COc1cc(CNCc2cccs2)ccc1OCc1cccs1	i	-4	0.4%	-8%	-6%	-0.7	42	-2.7%	-3	-2	9%	-6%

Other results
SMILES	Autophagy HCS	Autophagy HCS cell loss 18 h	UTI89 phage lysis	LYP phosphatase	AID2073	NTR1 ag	NTR1 ag cell count 20 µM	RSV CPE inhibition	WT yeast gro inh	WT yeast gro inh mutant strain	GPR35 arrestin U2OS	Dengue-2 NS5 capping	others
Nc1nnc(-c2cccc(Cl)c2Cl)c(N)n1	i	10	-5.5%	-3%&-1%	?	-0.7	55	0.2%	-3&-7	-26&8	1%&0%	2%
CCOc1cc(Br)cc(/C=C2\SC(=Nc3ccccc3)NC2=O)c1O	/	/	0.3%	2%	22%	5.8	46	-2.1%	/	/	32%	-10%
Cc1cc(C(=O)NNC(=O)CCC2CCCCC2)c(C)o1	i	-15	0.0%	0%	0%	1.9	27	0.9%	-6	-8	-15%	-13%
CCc1cc(CNC(=O)CC2C(=O)NCCN2Cc2ccccc2C(F)(F)F)on1 (stereo not given)	/	/	0.1%	-6%	-8%	0.5	66	-1.2%	/	/	12%	3%
CCOC(=O)c1cc(NC(=O)SCC(=O)O)c(C)nc1C	i	-2	0.4%	-9%	1%	-0.6	58	0.7%	2	-4	4%	-5%
Cc1ccc(-n2nnc(-c3nccn3C)n2)cc1	i	-2	3.1%	-7%	18%	-1.7	75	0.0%	20	30	-26%	-2%
O=C(c1ccccc1)N1CCN(C(=S)NCc2ccco2)CC1	i	-9	0.5%	-6%	20%	1.5	61	0.6%	5	-20	2%	-4%
COc1cccc(CN2C(=O)c3cccc(N)c3C2=O)c1	i	-5	2.6%[50 µM]	-7%	25%	0.1	46	5.9%	-18	-1	7%	-8%
O=S(=O)(c1ccc(NC(=S)N2CCN(c3ccc(O)cc3)CC2)cc1)N1CCOCC1	i	33	/	-3%	13%	-0.8	91	-1.5%	-24	7	-9%	/
CCCCCn1c(SCC2CCCO2)nc2cc(C(=O)N3CCC(C(N)=O)CC3)ccc2c1=O (stereo not given)	i	24	-0.5%	-3%	11%	-0.1	80	-1.5%	-13	-26	1%	2%
CCc1nn(CCCC(=O)NC(C)c2ccccc2)c(=O)c2cc3occc3n12 (stereo not given)	/	/	0.3%	-5%	2%	0.8	61	3.8%	/	/	-23%	-4%
COc1cc(CNCc2cccnc2)ccc1OCC(=O)NC(C)(C)C	i	4	0.1%	-10%	9%	0.3	72	-0.3%	0	2	7%	4%
O=C1CC(NC2CCN(C(=O)c3cccc(F)c3)CC2)C(=O)N1 (stereo not given)	/	/	0.1%	-6%	25%	-0.3	63	2.4%	/	/	1%	-12%
CCOc1ccc(S(=O)(=O)NCc2ccc3c(c2)OCO3)cc1C	/	/	8.5%	-7%	18%	1.3	63	13%	/	/	16%	-7%
COC(=O)c1ccc(NC(=O)COC(=O)CSc2nc(C)cc(C)n2)cc1	i	-25	2.4%	-6%	-12%	-1.4	47	2.5%	-5	-3	3%	-2%
NC(=O)C1CCN(C(=O)c2ccc3c(=O)n(Cc4ccco4)c(SCc4ccc([N+](=O)[O-])cc4)nc3c2)CC1	/	/	0.0%	-4%	11%	-0.4	67	9.2%	/	/	-12%	12%
COc1ccc(OC(C)C(=O)NC2CCCCCCC2)cc1 (stereo not given)	/	/	1.1%[50 µM]	-13%	-3%	-0.6	54	2.4%	/	/	1%	9%
CCC(CC)C(=O)Nc1cccc(C(=O)c2ccccc2)c1	i	1	0.1%	-1%	-14%	1.5	69	1.5%	-7	3	10%	2%
COc1ccc(CCCc2nnc(SCC(=O)Nc3ncc(C)s3)o2)cc1	i	0	0.8%	-4%	5%	-1.1	34	0.2%	0	3	1%	4%
COc1cc2c(cc1OC)C(C(=O)Nc1ccccc1N1CCN(C)CC1)C1c3ccccc3CCN1C2=O (stereo not given)	i	7	0.4%	2%	-6%	3.8	49	-1.9%	10	1	4%	3%
Cc1cc(C)nc(-n2nc(C)cc2NC(=O)CN2CCCC2)n1	i	-14	0.1%	-4%	-7%	1.7	68	0.2%	0	13	-5%	-4%
CCN1C(=O)/C(=C\N2CCN(c3ccccc3)CC2)SC1=S	i	-5	0.4%	0%	-10%	1.8	50	-2.2%	-2	-16	-4%	-6%
CC(C)(CO)CNC(=O)c1ccc(OC2CCN(C(=O)C3CC3)CC2)cc1	i	9	0.0%	-7%	4%	0.5	62	2.3%	10	6	9%	-3%
N#CC1=C(N)C(C#N)(C#N)[C@H](c2ccsc2)[C@H]2COCC=C12	i	4	-0.7%	-4%	3%	-0.3	85	0.1%	-1	-8	-10%	13%
COC(=O)CSc1ccc2nnc(-c3ccc(F)cc3)n2n1	i	-7	5.5%	-8%	27%	0.5	76	/	4	-1	0%	-2%
CCCCCN1CC(=O)N2C(C)c3[nH]c4ccccc4c3C[C@H]2C1=O (stereo not given in full)	/	/	0.4%[50 µM]	-6%	8%	3.4	69	17%	/	/	-3%	-5%
Cc1noc(C)c1C(=O)Nc1nc(C23CC4CC(CC(C4)C2)C3)cs1	i	-5	2.7%	5%	-5%	25	60	0.0%	17	11	10%	-3%
O=C(NC1CCCC1)c1ccc(Br)c(S(=O)(=O)N2CCCCC2)c1	/	/	0.0%	-5%	7%	0.2	53	1.6%	/	/	-2%	-8%

Quoted at random: 2 records from the list, in no set order.
SMILES	Autophagy HCS	Autophagy HCS cell loss 18 h	UTI89 phage lysis	LYP phosphatase	AID2073	NTR1 ag	NTR1 ag cell count 20 µM	RSV CPE inhibition	WT yeast gro inh	WT yeast gro inh mutant strain	GPR35 arrestin U2OS	Dengue-2 NS5 capping	others
Cc1cc(C)nc(-n2nc(C)cc2NC(=O)CN2CCCC2)n1	i	-14	0.1%	-4%	-7%	1.7	68	0.2%	0	13	-5%	-4%
O=C(NC1CCCC1)c1ccc(Br)c(S(=O)(=O)N2CCCCC2)c1	/	/	0.0%	-5%	7%	0.2	53	1.6%	/	/	-2%	-8%
